# PABP1 MLLE inh: inhibitors of microRNA-mediated deadenylation, human PABP1 MLLE binding; P11940; GST-MLLE / FITC-PAM2 fluorescence polarization; inhibition, % at 20 µM; hit rate 0.36% among 360,000; AID 588489; in the data active = inhibition above about 35%, passing the limit was not always enough;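 also: plate controls were DMSO wells with GST-MLLE for no effect and wells lacking GST-MLLE protein for full effect; some results filed as inactive read as strong as hits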
# SKN-1 inh: C. elegans SKN-1 inhibition; inhibition, % at 21.8 µM; C. elegans VP596 Pgst-4::GFP/RFP ratio, acrylamide-induced, 24 h; hit rate 0.49% among 360,000;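 active = interference check ratio from 0.5 to 1.5 plus GFP to RFP signal ratio inhibition reaching or exceeding a fixed threshold, cut at about 30% in these data, passing the limit was not always enough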; also: some compounds called inactive have numbers as strong as hits
# bovine MsrA act: bovine methionine sulfoxide reductase A activation; purified bovine MsrA, absorbance read-out; activation, % at 10.6 µM; hit rate 0.3% among 360,000; AID 602163; in the data active = activation above about 7.5%;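 also: 0% = vehicle and 100% = reference activator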
# eLon inh: E. coli protease La inhibition. purified E. coli Lon protease, fluorescence polarization. hit rate 0.42% among 360,000. P0A9M0. inhibition, % at 7.94 µM; in the data active = inhibition above about 13%, passing the limit was not always enough;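 also: 0% = enzyme with probe and DMSO and 100% = no enzyme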
# CendR NRP1 mod: modulators of CendR peptide binding to human neuropilin-1. O14786. FAM-RPARPAR peptide binding to NRP-1, fluorescence polarization. inhibition, % at 25 µM. hit rate 0.85% among 360,000;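 active = inhibition or corrected inhibition above about 18%, plus a signal ratio from 0.5 to 1.5, limit read from the data, passing the limit was not always enough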; also: strong numbers were not always called active
# Target sequence (O14786 whole entry, looked up): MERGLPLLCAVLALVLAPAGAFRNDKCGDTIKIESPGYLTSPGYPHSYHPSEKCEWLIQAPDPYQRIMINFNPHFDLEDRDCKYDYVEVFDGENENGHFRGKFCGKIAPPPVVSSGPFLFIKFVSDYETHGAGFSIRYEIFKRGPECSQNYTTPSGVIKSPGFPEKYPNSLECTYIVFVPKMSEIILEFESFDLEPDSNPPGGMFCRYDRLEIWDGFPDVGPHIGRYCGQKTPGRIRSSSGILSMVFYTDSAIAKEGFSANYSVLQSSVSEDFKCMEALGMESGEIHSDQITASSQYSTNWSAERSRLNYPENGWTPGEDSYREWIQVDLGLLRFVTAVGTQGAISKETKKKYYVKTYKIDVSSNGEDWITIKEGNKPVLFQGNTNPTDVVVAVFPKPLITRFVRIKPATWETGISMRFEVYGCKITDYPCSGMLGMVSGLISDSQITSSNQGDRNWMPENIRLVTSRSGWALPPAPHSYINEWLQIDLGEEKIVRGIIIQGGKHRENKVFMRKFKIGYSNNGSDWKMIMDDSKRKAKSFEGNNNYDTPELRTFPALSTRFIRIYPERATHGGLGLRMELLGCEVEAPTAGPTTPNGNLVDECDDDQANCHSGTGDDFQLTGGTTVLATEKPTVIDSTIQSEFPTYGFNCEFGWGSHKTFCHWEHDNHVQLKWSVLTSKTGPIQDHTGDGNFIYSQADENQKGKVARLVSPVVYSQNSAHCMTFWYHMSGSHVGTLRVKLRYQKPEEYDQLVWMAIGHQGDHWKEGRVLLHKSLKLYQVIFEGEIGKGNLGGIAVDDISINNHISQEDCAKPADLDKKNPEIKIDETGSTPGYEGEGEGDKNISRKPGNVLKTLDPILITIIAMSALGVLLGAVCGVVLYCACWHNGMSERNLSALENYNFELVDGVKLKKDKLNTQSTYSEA
# FAS TE block: FAS thioesterase (human) inhibition; inhibition, % at 15 µM; P49327; hit rate 0.67% among 360,000; recombinant FAS-TE, OMFH fluorogenic substrate, fluorescence endpoint;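 active = compounds whose normalised, plate-corrected inhibition of enzyme fluorescence in the single-dose primary screen is 50% or more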;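 also: 0% = DMSO with enzyme and 100% = substrate without enzyme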
# Rin1-Abl PPI inh: inhibitors of human Rin1-Abl protein interaction; P00519+Q13671; TR-FRET Rin1/Abl binding, biochemical; inhibition, % at 7.35 µM; hit rate 0.4% among 360,000; AID 588664; in the data active = inhibition above about 5%, passing the limit was not always enough
# MT1-MMP act inh: MT1-MMP (human) activation inhibition. AID 651647. hit rate 0.061% among 360,000. GFP/RFP ratio change, % at 20 µM. HT1080 RFP-PRO-GFP cells, GFP/RFP ratio fluorescence, overnight; percent of plate control window, DMSO zero. P50281;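 active = GFP/RFP ratio change of at least 30% with cell ATP level not reduced by more than half and red fluorescence within 50% of control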; also: strong numbers were not always called active
#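 Material: RFP-PRO-GFP reporter HT1080 cells. Dosing: single-point 20 µM compound, 1% DMSO. Controls: DMSO and RFP-L50D-GFP cell wells. Timing: cells overnight before dosing, compound overnight, 37 °C, 5% CO2. Measure: GFP/RFP fluorescence ratio.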
# Neddylation inh: inhibitors of human cullin neddylation; TR-FRET cullin neddylation, biochemical; calls only at 25 µM; hit rate 0.58% among 360,000; in the data active = inhibition above about 36%
# * hit, by the source's call; i = inactive; x = not tested or not shown; + = active, no number. Rows were taken by chance; overall some 4% were active at least once.
# The line under a structure holds: PABP1 MLLE inh, SKN-1 inh, bovine MsrA act, eLon inh, CendR NRP1 mod, FAS TE block, Rin1-Abl PPI inh, MT1-MMP act inh, Neddylation inh
COC(=O)c1ccc(CSc2ncnc3ccccc23)o1
  7, 11, 2, 1, -4, -4, 1, -4, i
O=C(Nc1ccc(Cl)cc1)Nc1cc([N+](=O)[O-])ccc1F
  -1, 6, -3, -5, -10, 2, -5, 3, i
COc1ccc(-c2oc3ncnc(NCCCO)c3c2-c2ccc(OC)cc2)cc1
  3, 9, -3, 0, 4, 14, -2, -8, x
CCNC(=O)COC(=O)COc1ccc(Cl)cc1C
  -5, 6, 2, -9, -10, -2, 0, 2, i
Cc1cccc2c(C(=O)Nn3cnnc3)cc(-c3ccccc3Cl)nc12
  -46, 0, -11, -2, 8, -2, 4, -3, i
O=S(=O)(Cc1ccc(Cl)cc1)N1CCN(c2ncccn2)CC1
  1, -4, -2, -4, -2, -1, -1, 1, i
Cc1noc(/C=C/c2ccco2)c1S(=O)(=O)N1CCC(C(=O)NCc2ccco2)CC1
  -14, 3, -7, -7, -1, 4, -4, -11, i
CC1(C)NC(=O)N(CC(O)COc2ccc(-c3ccc(C#N)cc3)cc2)C1=O (stereo not drawn)
  12, -23, -1, -1, -15, -1, -4, -9, x
C#CCOCCOCCOCCNc1nc(N2CCN(C(=O)CCCCCCCCCCNC(=O)Cn3cc(CCCCCN)nn3)CC2)nc(N2CCN(C(=O)CCCCCCCCCCNC(=O)[C@@H](CCSC)n3cc(CCO)nn3)CC2)n1
  7, 6, -7, 6, 1, -56, 14*, 17, i
CC(=O)C1C(c2ccc([N+](=O)[O-])cc2)C2C(C)=NN=C2CC1(C)O (stereo not drawn)
  1, 0, -1, 6, 14, -8, 1, -2, i
COc1ccc(CNC(=O)CN2C(=O)C3C4C=CC(C4)C3C2=O)cc1 (stereo not drawn)
  0, 3, -2, 3, -10, -14, -5, 0, i
CCOC(=O)c1sc2nc(C)nc(SCC(=O)N(CC)C3CCS(=O)(=O)C3)c2c1C (stereo not drawn)
  -12, 7, -2, 2, -25, -20, -6, -4, i
COc1ccc(C(=O)NCC2OCCc3ccccc32)cc1OC (stereo not drawn)
  13, -4, -5, -7, 7, -4, 0, 3, i
O=C(CN1C(=O)c2ccccc2S1(=O)=O)Nc1ccc(S(=O)(=O)N2CCCC2)cc1
  -7, 0, -2, 2, 4, -2, -1, 3, i
CCN(c1cccc(C)c1)S(=O)(=O)c1cc(CN2C(=O)c3cccnc3C2=O)ccc1OC
  5, -3, -8, 4, -4, -1, -1, 0, i
COc1cccc(-n2c(SC3CCOC3=O)nc3ccccc3c2=O)c1 (stereo not drawn)
  -4, 4, -5, -3, 6, -4, -5, 4, i
O=C(NCc1ccccn1)C(=O)Nc1nc(C23CC4CC(CC(C4)C2)C3)cs1
  -3, 2, -2, 1, -5, 16, -3, 8, i
O=C(Nc1nc(=S)ss1)c1c(F)cccc1F
  19, 8, -5, 13, 5, 1, -2, 2, i
Cc1cc(C)c2cc(C#N)c(NCCNC(=O)c3cccnc3)nc2c1
  x, 8, x, x, 7, x, x, 6, x
COC(=O)[C@]1(Cc2ccccc2)N[C@H](CN(C)C(=O)Nc2ccc(OC)cc2)[C@@H]2C(=O)N(C)C(=O)[C@@H]21
  12, 13, -1, -1, -8, -6, -1, 3, i
CS(=O)(=O)Nc1ccccc1C(=O)NCCSc1ccc(Cl)cc1
  9, -1, -1, -6, 8, 9, 0, 0, x
COC(=O)[C@H](Cc1ccccc1)NC(=O)C1CCN(C(=O)[C@H](C)NS(=O)(=O)c2ccc(C)cc2)CC1
  2, -2, -3, -5, 0, -5, -2, 0, i
COc1ccc(NC(=O)C(=O)NCCN2CCN(C(=O)c3cccs3)CC2)cc1
  3, -26, -11, -5, -8, -13, -1, -7, i
COCCNC(=O)/C(C#N)=C/c1cn(CC(=O)NCc2ccco2)c2ccccc12
  4, -9, -3, -4, -6, -8, -6, -3, i
Cc1cc(OCc2cc(C(=O)NC3CCC3)no2)cc(C)c1Cl
  4, -3, -4, -11, 4, 11, 4, 3, i
Cc1cccc(NS(=O)(=O)c2cccc3nonc23)c1
  -15, 8, -3, -4, -11, -3, -4, -5, i
O=C(NCc1ccccn1)c1ccc(COc2ccc(Cl)cc2)o1
  11, 11, -2, -8, 7, -2, -4, -1, i
COCCNC(=O)[C@H](CSCc1ccccc1)N1Cc2ccccc2C1=O
  6, -6, -2, 0, 0, -5, -5, -5, i
CCCC(=O)N1CCCC1(C)C(=O)Nc1ccc(-n2cccc2)cc1 (stereo not drawn)
  10, 11, -2, -2, 4, -7, -1, 0, i
COc1ccc(CCNC(=O)CCNC(=O)c2ccccc2Cl)cc1
  11, -1, -13, -8, 3, -6, 0, -1, i
CC(OC(=O)/C=C/c1cccc(F)c1)C(=O)NC1CCCCC1C (stereo not drawn)
  22, 1, 0, -8, -6, 0, 1, 2, i
S=C(N=Nc1ccccc1)NNc1ccccc1
  -89, 8, 0, -1, 2, 6, -4, 10, i
CCOC(=O)C1(CCc2ccccc2)CCN(Cc2cnc(N(C)C)s2)CC1
  7, 10, -2, -8, -2, 1, -1, 4, i
CCCS(=O)(=O)NC(=O)C1(C)CCN(C(=O)c2ccc3ccccc3c2)C1 (stereo not drawn)
  5, 21, -4, -11, -3, -10, -2, 0, i
O=C(OCCCC(=O)N1CCOCC1)c1ccccc1
  -6, -10, -3, -4, 10, -7, -2, 3, i
COc1cc(NC(=O)Nc2nc(C(N)CCc3ccccc3)cs2)cc(OC)c1OC (stereo not drawn)
  -8, 7, -2, -6, -2, -10, 2, 3, i
CCn1c(=O)cc(SCC(=O)NCCC2=CCCCC2)c2ccccc21
  17, -6, 5, 1, -1, 18, -15, 2, i
CC(=O)Nc1ccc(Nc2nc3ccccc3nc2NS(=O)(=O)c2ccc(Cl)c([N+](=O)[O-])c2)cc1
  4, 7, -4, -7, -3, 38, 0, 5, i
CC(C)OP(=O)(OC(C)C)C1(NS(=O)(=O)c2ccc(Cl)cc2)C=C(Cl)C(=O)C(Cl)=C1
  3, -9, 0, 4, 12, -2, 0, -2, i
S=C1NNC2(CC3CC2C2CCCC32)NN1 (stereo not drawn)
  22, -10, -11, 3, 13, -3, 5, 1, i
Cc1ccc(N2CC(C(=O)NCCC3=CCCCC3)CC2=O)cc1 (stereo not drawn)
  -8, -9, 0, 2, -3, -2, -1, 0, i
COc1ccc(CC(=O)Nc2cccc(S(=O)(=O)N3CCCC3)c2)cc1OC
  -13, 10, -2, 0, -2, -5, 4, 9, i
CC(=O)N1CCN(C(=O)C2(NC(=O)Nc3ccccc3Cl)CCCCC2)CC1
  -6, 1, 0, -5, 0, -6, -1, -4, i
Cc1ccc(C(=O)Nc2ccc(C)c(S(=O)(=O)N(C)C)c2)s1
  9, 15, -7, -3, -2, -6, -3, -1, i
Nc1nccnc1C(=O)OCC(=O)C12CC3CC(CC(C3)C1)C2
  -5, -2, -3, -8, 0, 2, 0, -2, x
O=C(CNC(=O)OCc1ccccc1)NC1(C(=O)O)CCCC1
  -3, 16, 0, -9, 10, -6, 0, -7, i
O=C(CNC(=O)c1ccc(Cl)cc1)NCC(F)(F)F
  15, -4, -2, 1, -6, -7, -1, 5, i
OC(c1ccc(Cl)cc1)c1ncc(-c2ccc(Oc3ccccc3)cc2)[nH]1 (stereo not drawn)
  -11, 8, -6, -6, -7, 19, 0, 4, i
COc1cc(OC)c(C(=O)OCC(=O)Nc2cc(C)on2)cc1OC
  2, 4, -11, -3, 36*, -4, 4, -2, i
CC(=O)Nc1ccc(C(=O)COC(=O)CCN2C(=O)C3CC=CCC3C2=O)cc1 (stereo not drawn)
  -13, -3, -4, -6, 9, -6, 2, -3, +
O=C(Cn1c(-c2cscn2)nc2ccccc21)Nc1cc(F)ccc1F
  -24, -8, -7, -11, -1, 1, -1, 7, i
CCCCN(C(=O)COC(=O)c1ccc(C=O)cc1)c1c(N)n(CCC)c(=O)[nH]c1=O
  -5, -14, -6, -3, 10, -7, -2, -2, i
COc1ccc2[nH]c(C(=O)Nc3ccc4c(c3)OCO4)cc2c1
  -5, 4, 3, -11, 14, 1, 3, -3, i
CN(CCc1ccccn1)C(=O)CCC1CCCN(C(=O)c2ccsc2)C1 (stereo not drawn)
  -7, 6, -2, 3, -6, -6, 1, -1, i
Cc1ccc(C2=NS(=O)(=O)N(C)C(C(=O)NCc3ccc(F)cc3)=C2)cc1
  -9, -3, -5, -1, -3, 25, -1, 1, i
Cc1cccc(-n2nnnc2SCc2csc(-c3ccccc3)n2)c1
  -95, -8, -4, -3, -1, 10, -2, 0, i
O=C(NCc1ccncc1)c1cccc(S(=O)(=O)Nc2ccc(SC(F)F)cc2)c1
  14, -4, -1, 1, 7, -2, 2, -1, i
COc1cccc(N2CCN(C(=O)c3ccc(=O)oc3)CC2C)c1 (stereo not drawn)
  -4, 6, -8, 0, -11, -8, 2, -7, i
CNc1cc(-c2cccc(OC)c2F)nc2ccnn12
  -4, 0, -1, -11, 7, -5, -2, -3, x
O=C(c1ccco1)N1CCN(C(=O)C2CC(=O)N(c3ccc(Cl)cc3)C2)CC1 (stereo not drawn)
  7, 12, -4, 1, -8, -4, 3, -2, i

# As entered above:
# COC(=O)c1ccc(CSc2ncnc3ccccc23)o1 in PABP1 MLLE inh is entered as 7
# S=C(N=Nc1ccccc1)NNc1ccccc1 in eLon inh is entered as -1
# COc1ccc(-c2oc3ncnc(NCCCO)c3c2-c2ccc(OC)cc2)cc1 in bovine MsrA act is entered as -3

# Additional results
# The line under a structure holds: PABP1 MLLE inh, SKN-1 inh, bovine MsrA act, eLon inh, CendR NRP1 mod, FAS TE block, Rin1-Abl PPI inh, MT1-MMP act inh, Neddylation inh
O=C1Nc2ccc(Br)cc2C1(O)c1ccccc1 (stereo not drawn)
  -18, -2, 0, -8, 4, -3, 1, 0, i
Cc1nonc1NC(=O)c1ccccc1Br
  -15, 10, 0, -4, 0, -5, -4, -3, i
COc1ccccc1CNC(=O)COC(=O)Cn1cnc2c1c(=O)n(C)c(=O)n2C
  -10, 21, -2, 72*, 4, -4, 2, -1, i
O=C(NNS(=O)(=O)c1ccc([N+](=O)[O-])cc1)c1ccc2ccccc2c1O
  16, -3, -2, 0, -11, 63*, -2, -5, i
Cc1ccc(S(=O)(=O)NCc2ccccc2)cc1C(=O)N1CCCC(C(F)(F)F)C1 (stereo not drawn)
  5, 4, 0, 0, 9, 18, -3, 3, i
Cc1ccc(S(=O)(=O)NNC(=O)c2sc(NS(=O)(=O)c3ccccc3)nc2C)cc1
  7, 3, -2, -5, 3, -1, 0, 0, i
C=CCN1C(=O)C2(OCCCO2)c2cc(CCCC)ccc21
  -5, 6, -5, -1, -4, 12, 4, -2, i
CCC(=O)N(CC)c1nc(-c2cc(OC)ccc2OC)cs1
  -10, 8, -2, -5, 3, 21, -1, 4, i
O=C(COc1ccc(Cl)cc1Cl)N1CCCN(C(=O)COc2ccc(Cl)cc2Cl)CC1
  -34, 6, 2, -2, 7, 36, 4, 1, i
Cc1oc(-c2cc(F)ccc2F)nc1CN1CCCN(C(=O)c2ccco2)CC1
  -12, -14, -3, 2, -5, -2, 0, -4, i
O=C(NCC1CCN(Cc2ccc(F)cc2)CC1)C1CCCN(c2ncnc3c2nc2n3CCCCC2)C1 (stereo not drawn)
  0, -9, -3, -5, 7, 2, 7, 0, i
Cc1ccc(C)c(N2CCN(C(=O)CCC(=O)Nc3nnc(CC(C)C)s3)CC2)c1
  -4, -5, -1, -3, -2, -3, 3, 5, i
CC(=O)N1CCN2C(=O)C1CCCC(=O)c1cc(C)ccc12 (stereo not drawn)
  8, -2, -1, 0, 0, -7, 4, 3, i
Cc1cccc(C)c1-n1nnnc1SCC(=O)N1CCNC1=O
  -51, 5, -2, 6, -22, -5, 0, 5, i

# Bioassay records from PubChem.
